NCOA2 inhibitor = inhibition of GAL4-SRC2 driven luciferase reporter, primary screen, SRC2 inhibitor project, cell-based, luminescence; inhibition, % at 9 µM; HEK293 GAL4-SRC2 luciferase reporter; AID 651957, 2012; 0.17% of 370,000 active; Nuclear receptor coactivator 2 (Homo sapiens), Q15596;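 active means inhibition above the mean inhibition of all tested compounds plus 3 SD, set per campaign, cut at about 52% in these data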;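 further: 0% = DMSO treated cells and 100% = cells given Gossypol at 36 µM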
C8 TRAIL sens = viability loss with TRAIL in NB7+C8 cells, primary screen, TRAIL sensitizer project, cell-based, ATPlite luminescence. AID 624354, 2012. 1% of 360,000 active. inhibition (viability loss, TRAIL sensitization), % at 10 µM;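 active means compounds causing at least 50% loss of cell viability in the single-dose screen, relative to plate controls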
TWEAK Fn14 block = inhibitors of TWEAK-Fn14 signaling, primary screen, luciferase reporter cells, uHTS | TWEAK-stimulated Fn14 reporter cells, luciferase luminescence, 8 h | inhibition, % at 10 µM | 2% of 360,000 active | AID 1159606, 2016; in the data active means inhibition above about 50%
NCOA3 inh = SRC3 coactivator transcriptional activity inhibitors, primary screen, cell-based, luminescence. Nuclear receptor coactivator 3 (Homo sapiens), Q9Y6Q9. HEK293 GAL4-SRC3 luciferase reporter. inhibition, % at 3.6 µM. 0.17% of 360,000 active;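 active means inhibition above a per-campaign cutoff, the mean of all compounds plus 3 SD, cut at about 60% in these data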;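 further: 0% = DMSO-treated cells and 100% = gossypol-treated cells at 36 µM; higher means less SRC3-driven luciferase light from the GAL4 reporter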
LMP1 NFkB inh = EBV LMP1-driven NF-kappaB luciferase reporter inhibitors, primary screen, cell-based, luminescence, single point. LMP1-induced NF-kappaB luciferase reporter cells. inhibition, % at 12.5 µM. 0.69% of 350,000 active. AID 504558, 2011; in the data active means inhibition above about 41%;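 further: 0% = neutral control wells and 100% = reference inhibitor control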
SRC1 inh = SRC1 coactivator transcriptional activity inhibitors, primary screen, cell-based, luminescence | Nuclear receptor coactivator 1 (Homo sapiens), Q15788 | HEK293 GAL4-SRC1 luciferase reporter | inhibition, % at 3.6 µM | 0.12% of 360,000 active;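 active means inhibition above the campaign mean plus 3 SD, with each screening campaign given its own cutoff, cut at about 60% in these data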;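 further: 0% = DMSO treated cells and 100% = gossypol at 36 µM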
COUP-TFII inh = NR2F2 transcriptional activity inhibitors, primary screen, cell-based, luciferase reporter, HEK293T, luminescence; HEK293T NGFI-A luciferase reporter; inhibition, % at 8.6 µM; 0.7% of 370,000 active; AID 686940, 2013; COUP transcription factor 2 (Homo sapiens), P24468;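 active means inhibition above a per-plate cutoff, mean inhibition of test wells between control levels plus 3 SD, cut at about 38% in these data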;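 further: cells cotransfected with COUP-TFII expression vector driving the NGFI-A reporter; 0% = median of COUP-TF2 test wells and 100% = reporter-only cells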
TROY NFkB inh = inhibitors of TROY-driven NF-kB signaling, primary screen, Q293 LMP1-TROYcd cells, NF-kB luciferase, uHTS | Q293 LMP1-TROYcd NF-kB luciferase reporter, 4 h | inhibition, % at 10 µM | 0.98% of 360,000 active;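 active means compounds whose plate-normalised and pattern-corrected inhibition of the luciferase reporter signal at the single screening dose is 50% or more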
NR5A2 inv ag = LRH-1 (NR5A2) inverse agonists, primary screen, cell-based, luminescence, HEK293T, StAR-luciferase reporter; Nuclear receptor subfamily 5 group A member 2 (Homo sapiens), O00482; LRH-1 transfected, 24 h; inhibition, % at 3.6 µM; 0.13% of 360,000 active; AID 602396, 2012;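 active means inhibition above the mean inhibition of all tested compounds plus 3 SD, cut at about 73% in these data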;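 further: 0% = DMSO wells and 100% = reporter-only cells lacking LRH-1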
KKLEB tox = cytotoxicity in KKLEB CF airway cells, primary screen, cytotoxicity control for CF NF-kB inhibitor project, cell-based, uHTS, fluorescence assay plates | 0.36% of 360,000 active | KKLEB CF airway cells viability, ATPlite luminescence, overnight; stronger effect = lower value; cells stimulated with P. aeruginosa culture filtrate | activity change (cytotoxicity), % at 5 µM;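 active means corrected activity change at or below -50% at 5 µM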
CF NFkB block = inhibitors of PAF-induced NF-kB signaling, primary screen, cell-based, GFP fluorescence, uHTS. 0.86% of 360,000 active. inhibition, % at 5 µM. KKLEB NF-kB-GFP reporter, GFP fluorescence overnight;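 active means at least 50% inhibition at 5 µM, scaled per plate between neutral and stimulator controls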;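 further: PAF is a Pseudomonas aeruginosa culture filtrate used as stimulus; plate controls were PAF-stimulated DMSO wells for no effect and unstimulated DMSO wells for full effect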
Starred values were filed as active, the others as inactive; x = not tested or not shown.

molecule	NCOA2 inhibitor	C8 TRAIL sens	TWEAK Fn14 block	NCOA3 inh	LMP1 NFkB inh	SRC1 inh	COUP-TFII inh	TROY NFkB inh	NR5A2 inv ag	KKLEB tox	CF NFkB block
CCOC(=O)C1=C(C)N(C)C(=S)N(C)C1c1ccc(OC)cc1 (stereo not drawn)	-11	-18	14	0	0	-14	1	3	0	1	2
Cc1ccc(S(=O)(=O)NC(=O)C2(C)CCN2C(=O)C2CCCCC2)nc1 (stereo not drawn)	5	-22	-15	7	x	8	-8	-10	-10	2	1
Cc1oc(-c2cccc(Cl)c2)nc1CS(=O)(=O)CC(=O)NC1CCCC1	-8	-6	27	-11	-2	-10	14	-4	-11	2	9
Clc1ncnc2[nH]ccc12	-7	-22	4	7	-5	-13	23	4	4	-5	10
CC1CCN(S(=O)(=O)c2ccc(C(=O)Nc3ncccc3O)cc2)CC1	-8	-17	-16	18	20	-56	31	-1	5	0	-28
CC(=O)OCC1OC(n2c(S)c(C#N)c(-c3ccccc3)c(C#N)c2=O)C(OC(C)=O)C(OC(C)=O)C1OC(C)=O (stereo not drawn)	-1	12	25	-11	0	-5	-18	16	-8	4	14
CC(/C=C/c1ccccc1)=N\NC(=O)Cn1cncn1	7	-9	-9	5	4	3	-13	0	-2	2	1
O=C(Nc1cccc(-c2ccc(N3CCCCC3)nn2)c1)c1ccc(Br)o1	-55	78*	41	-77	-5	-112	-44	34	-98	-40	12
O=C(CCS(=O)(=O)Cc1ccccc1)Nc1nnc(C(F)(F)F)s1	-11	3	-25	-6	10	12	-8	-35	-13	-19	5
CCOC(=O)N1CCN(C(=O)CCNS(=O)(=O)c2ccc3c(c2)c(=O)n(C)c(=O)n3C)CC1	-9	-5	-27	-3	-2	6	26	12	-18	-11	12
CCNc1ccc(Br)cc(C(=O)/C=C/c2ccc(Cl)cc2)c1=O	x	2	-1	-8	-94	-32	x	-5	3	-11	1
CCCCc1cc(=O)oc2cc(OC(C)C(=O)NCc3ccccn3)c(Cl)cc12 (stereo not drawn)	-2	16	-26	-13	2	-16	-4	8	11	-6	-19
CCCCOc1ccc(/C=N/NC(=O)c2csc(C)c2C)cc1	-52	0	9	-32	-6	-21	-9	-12	-18	14	-5
CCOC(=O)CSc1nc(C)c(C(C)=O)cc1C(N)=O	-14	0	5	-4	1	3	12	9	-8	15	-15
CC1Cc2ccccc2N1C(=O)CN1CCc2ccccc2C1 (stereo not drawn)	22	9	2	13	4	2	-2	6	7	-3	0
Cc1cc(-c2ccccc2)n[nH]1	-36	1	12	2	3	-2	-9	-39	11	19	-16
CCCCCCN1C[C@@H](O)[C@H](n2cc(C3CC3)nn2)C[C@@H]1c1ccccc1	13	1	9	-16	4	4	17	3	-20	-3	-6
CCn1c(SCC(=O)Nc2cccc(NC(C)=O)c2)nnc1C(C)C	14	1	-7	7	-1	-10	-7	5	16	-24	8
CCc1c(C)c2ccc(OC3CCCCC3=O)cc2oc1=O (stereo not drawn)	-59	0	-24	-55	x	-47	-21	-55	8	6	-31
CSc1ccc(Cl)c(C(=O)Nc2ccc(OCC(N)=O)cc2)c1	7	2	24	11	8	14	10	-55	-12	-7	11
CCCOn1nnnc1-c1ccccc1	-2	-8	9	-5	3	-1	-7	x	21	5	0
CCCN1CCN(CCCNC(=O)C2CCN(c3nnc(-n4cccc4)s3)CC2)CC1	-6	22	-14	15	4	-7	-12	-1	-3	-13	6
CCOc1ccc(/C=C(\C(=O)O)c2ccc(S(=O)(=O)N3CCCCC3)s2)cc1OC	-1	-5	-15	8	6	-2	9	9	14	-16	21
COc1ccc(C(=O)OCC(=O)N(C)C2CCS(=O)(=O)C2)cc1S(=O)(=O)N(C)Cc1ccccc1 (stereo not drawn)	-23	12	1	13	-4	-14	15	16	9	-10	-28
COc1ccc(CSc2nnc(N)s2)cc1F	-27	-4	4	-23	-9	-38	-8	3	-47	-10	3
C/C(N)=C(/C#N)C(=O)COc1ncnc2ccc(Br)cc12	8	11	18	7	5	2	-1	23	6	0	8
C[C@H]1CN([C@@H](C)CO)S(=O)(=O)c2ccc(Br)cc2O[C@H]1CN(C)C(=O)Nc1ccccc1F	14	0	10	4	1	-4	-6	7	8	20	-12
CCOC(=O)c1sc(N(Cc2ccccc2)C(=O)COC(=O)c2ccc(O)cc2)nc1C	30	11	71*	41	53*	-4	34	37	47	-3	0
Oc1ccc(/C=N/N2CCOCC2)c(O)c1O	-2	6	15	8	0	8	-5	3	3	-17	7
COc1ccc(C2=NCCc3cc(OC)c(OC)cc32)cc1	-37	-13	25	23	3	-2	-6	9	5	-15	32
CCc1ccc(C(O)c2ncc(-c3cccc(C(F)(F)F)c3)[nH]2)cc1 (stereo not drawn)	-34	-6	1	-8	x	6	-4	7	-4	10	-34
CCN=C1SC(C(=O)Nc2cccc(OCC)c2)CC(=O)N1CC (stereo not drawn)	-2	9	12	13	5	9	11	-4	13	-2	-3
O=c1[nH][nH]c2c1[C@H](c1ccc(Cl)cc1)O[C@H](CCc1ccccc1)C2	-15	-9	10	x	x	x	-6	3	-24	x	x
C=CCNCCOc1ccc(C(C)(C)c2ccccc2)cc1	22	4	3	-2	-6	-18	16	-9	2	8	-10
CC(C)C(=O)Nc1c2c(nn1-c1ccc([N+](=O)[O-])cc1)CS(=O)(=O)C2	1	-3	31	12	-19	-16	-9	-7	8	9	-10
Clc1ccc(CON/C=N/c2ncnc3sccc23)c(Cl)c1	16	7	21	6	19	-6	2	2	15	-13	4
Cc1[nH]n(C(N)=S)c(=O)c1N=Nc1cc(C(F)(F)F)ccc1Cl	8	-2	-20	-8	4	-21	-6	41	13	1	-2
O=S(=O)(Nc1ccc(Cl)c(Cl)c1)N1CCOCC1	-22	-29	10	14	3	-22	0	13	8	13	-12
CCCC(C(=O)NC1CCCCC1)N(CC1CCCO1)C(=O)CNS(=O)(=O)c1ccc(F)cc1 (stereo not drawn)	-20	-13	11	-8	4	4	0	0	9	-6	4
COc1ccc([N+](=O)[O-])cc1NCC(=O)Nc1cc(S(=O)(=O)N2CCCCC2)ccc1C	-10	11	8	-35	-7	0	6	3	16	-14	19
COc1ccc(S(=O)(=O)N[C@@H](Cc2ccc(Cl)cc2)C(=O)N2CC[C@@]3(O)CCCC[C@H]3C2)cc1	-6	0	5	10	-3	2	17	4	3	-3	9
Cc1ccc(CNC(=O)Cc2cccs2)cc1	-3	15	-5	-30	-13	-26	-29	-41	-10	3	-5
Cc1ccc(CNS(=O)(=O)c2cccc3nsnc23)cc1	-33	-2	-8	4	-7	-6	-4	15	-13	-18	15
O=C(CSc1nnc(-c2ccncc2)o1)Nc1ccc(F)c(F)c1	-14	10	9	-7	-6	-1	-13	1	2	5	-2
COc1ccc(/C=C/C(=O)NC(=S)NNC(=O)c2cccnc2)cc1OC	-5	23	3	3	-2	-12	-12	17	-10	5	2
O=C(Nc1cccc(NC(=O)c2ccc(F)cc2)c1)c1ccc(F)cc1	-1	-3	3	-9	-18	10	31	2	-4	-8	2
Cc1ccccc1-n1c(C)nnc1SCC(=O)N1CC(=O)Nc2ccccc21	14	-2	8	-2	16	-12	11	4	7	12	4
CC1=NN(c2ccc(C)cc2C)C(=O)C1C(c1ccccc1)C1C(=O)N(c2ccc(C)cc2C)N=C1C (stereo not drawn)	x	-3	-16	21	-9	-41	x	17	13	8	-8
C[C@@]12CCC=C[C@H]1[C@H](c1ccc3ccccc3c1Br)N(Cc1ccccc1)C2=O	30	5	2	21	7	5	13	17	18	-21	57*
FC(F)(F)c1cnc(COc2ccc(Cl)cc2Cl)c(Cl)c1	-21	-13	-27	-9	10	-3	-17	-47	-10	4	-6
CCC(=O)N1CCc2cc(S(=O)(=O)N3CCN(c4ccccc4Cl)CC3)ccc21	-15	3	-9	11	8	2	14	8	-2	-13	7
Cc1cc(NC(=O)c2cc(C)on2)no1	-20	-16	1	10	-1	-3	-1	1	-25	-6	12
Cc1ccc(C(=O)NNC(=O)c2ccc(NS(=O)(=O)c3cccs3)cc2)o1	9	4	-4	2	3	-13	-6	11	-9	-3	4
Cc1ccc(S(=O)(=O)N(C(=N)N)c2nc(N(C)C)nc(N(C)C)n2)cc1	-8	1	8	-3	9	-9	11	6	6	3	-7
O=C1Nc2cc(Cl)c(Cl)cc2N(O)N1c1ccccc1	-13	-4	-10	-2	8	-6	-4	5	-9	-9	0
Cc1ccc(NC(=O)CSc2nnc3ccc(-c4cccnc4)nn23)cc1	5	-4	-6	-27	4	-10	-10	-4	-15	4	-2
COc1cc(/C=N/NC(=O)c2nnn(-c3nonc3N)c2C)ccc1OCc1ccc(Cl)cc1	-45	56*	-49	-44	-142	-28	-7	-32	-20	-12	9
CC(=O)Nc1ccc(S(=O)(=O)NC2(C(F)(F)F)NC(=O)N(CC(C)C)C2=O)cc1 (stereo not drawn)	-35	-13	5	13	0	9	-3	-4	12	-4	-1
CCOC(=O)C(Nc1ccc2ccccc2c1)C(=O)OCC	-22	-8	22	-20	-6	-74	-18	13	-67	-2	6
CC(CCc1ccccc1)NC(=O)C(=O)c1c[nH]c2ccccc12 (stereo not drawn)	-46	-9	-10	2	-31	-13	14	-18	4	-12	-12

(list continues)
molecule	NCOA2 inhibitor	C8 TRAIL sens	TWEAK Fn14 block	NCOA3 inh	LMP1 NFkB inh	SRC1 inh	COUP-TFII inh	TROY NFkB inh	NR5A2 inv ag	KKLEB tox	CF NFkB block
CCOc1ccc2oc(C(=O)NCc3nc4ccccc4[nH]3)c(C)c2c1	4	-3	-23	-13	4	3	13	9	6	15	-28
O=C(Nc1ccc(S(=O)(=O)NCC2CCCO2)cc1)c1ccccc1 (stereo not drawn)	-7	7	13	-22	4	-46	8	10	4	6	1
COc1ccccc1C1/C(=C(\O)c2ccc3c(c2)OCCO3)C(=O)C(=O)N1CCCn1ccnc1 (stereo not drawn)	-34	-15	-22	-6	-1	2	-34	-41	-23	-4	6
COc1cccc(CNC(=O)CN2C(=O)CC(c3ccccc3)=Nc3ccccc32)c1	5	-1	18	9	-7	-7	4	-17	1	12	-11
O=C1C(Cl)=C(NCc2ccco2)C(=O)c2ccccc21	-63	42	26	-21	-6	1	-41	-30	24	0	74*

High-throughput results (PubChem)
